High-throughput results: PubChem BioAssay, National Center for Advancing Translational Sciences (NCATS)
D1 antag = human D1 dopamine receptor antagonism | P21728 | HEK293 TREx D1 cells, calcium flux, dopamine EC80; active compounds read low | activity change, negative = inhibition, % at 10 µM | 360,000 tested, 3.2% active | AID 504652; in the data active = activity change below about -30%; also: % is scaled to controls: 0 for no effect and ±100 for the full control effect
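Tetracycline-induced HEK293 T-REx cells with force-coupled D1 receptor were loaded with a no-wash calcium dye. Compound was added after a 10 s baseline and read kinetically for 180 s; EC80 dopamine was then added and calcium flux followed another 180 s.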
D2 antagonist = antagonizes the human D2 dopamine receptor | P14416 | HEK293 TREx D2 cells, calcium flux, dopamine EC80 | inhibition, % at 10 µM | 340,000 tested, 2% active | AID 485344; in the data active = inhibition above about 30%; also: 0% is about no effect
Target sequence (P14416 whole entry, looked up): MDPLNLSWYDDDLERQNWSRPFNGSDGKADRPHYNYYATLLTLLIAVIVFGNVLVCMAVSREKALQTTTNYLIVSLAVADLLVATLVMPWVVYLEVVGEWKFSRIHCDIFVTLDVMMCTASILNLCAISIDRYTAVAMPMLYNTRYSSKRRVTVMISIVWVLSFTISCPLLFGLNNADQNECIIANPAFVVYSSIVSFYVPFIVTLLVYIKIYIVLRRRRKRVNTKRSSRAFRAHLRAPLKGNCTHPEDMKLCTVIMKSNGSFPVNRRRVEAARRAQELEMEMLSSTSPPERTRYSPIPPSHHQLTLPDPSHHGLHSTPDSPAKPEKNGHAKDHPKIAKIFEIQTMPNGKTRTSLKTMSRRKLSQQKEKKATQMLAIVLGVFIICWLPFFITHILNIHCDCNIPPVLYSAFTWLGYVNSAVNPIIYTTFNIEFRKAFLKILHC
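Compounds are added to dye-loaded, induced HEK293 T-REx cells coupled to calcium release via D2; after a 3 min kinetic read an EC80 dopamine stimulus is given and fluorescence is recorded for 3 more min.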
D1 agonist = human D1 receptor agonism. 360,000 tested, 1% active. activation, % at 2 µM. AID 504660. HEK293 T-REx D1 cells, calcium flux, agonist mode; also: 0% is about no effect
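Agonism was scored from calcium flux recorded over 180 s (1 read/s) after pintool compound addition, following a 10-cycle baseline. Cells were inducible force-coupled HEK293 TREx D1, plated overnight at 30 C and loaded with no-wash calcium dye.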
TRHR ag = TRH receptor (human) agonism; P34981; TRHR cells, calcium flux fluo-8, FDSS agonist mode; activation, % at 2 µM; 360,000 tested, 0.18% active; AID 493084; also: 0% is about no effect
Target sequence (P34981 whole entry, looked up): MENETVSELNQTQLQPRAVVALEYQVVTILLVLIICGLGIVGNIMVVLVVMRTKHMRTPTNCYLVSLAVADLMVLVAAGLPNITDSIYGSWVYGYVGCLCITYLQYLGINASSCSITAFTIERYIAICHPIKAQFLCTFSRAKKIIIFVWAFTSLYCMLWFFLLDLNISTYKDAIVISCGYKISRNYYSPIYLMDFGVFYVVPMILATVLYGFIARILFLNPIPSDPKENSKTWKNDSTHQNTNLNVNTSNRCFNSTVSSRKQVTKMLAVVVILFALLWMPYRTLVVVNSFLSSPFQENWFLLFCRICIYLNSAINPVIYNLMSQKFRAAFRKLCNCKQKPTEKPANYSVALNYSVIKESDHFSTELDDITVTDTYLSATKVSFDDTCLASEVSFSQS
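Agonist-mode FDSS calcium read (Ex 480/Em 530, 1 s cycles) in 1536-well TRHR cells with fluo-8 dye, after 10-cycle baseline and 23 nL compound addition; TRH at EC20 (10 nM final) added afterwards for the enhancer phase.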
D1 PAM = enhances dopamine response at the human D1 receptor; potentiation, % at 10 µM; HEK293 TREx D1 cells, calcium flux, dopamine EC20 potentiation; 360,000 tested, 0.036% active; P21728; in the data active = potentiation above about 30%; also: 0% is about no effect
D2 PAM = positive allosteric modulators of human D2 dopamine receptor | P14416 | HEK293 T-REx D2, calcium flux, EC20 dopamine potentiation | potentiation, % at 10 µM | 340,000 tested, 0.34% active | AID 485347;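 active = potentiation over 3 SD above the plate norm, cut at about 30% in these data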; also: 0% is about no effect
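Tetracycline-induced Hek293 Trex D2 cells, force-coupled to calcium, loaded with no-wash calcium dye. Compound added with 180 s kinetic read for agonism, then EC20 dopamine and a further 180 s read for potentiation.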
RXFP1 antagonist = antagonists of human relaxin receptor RXFP1; Q9HBX9; HEK293-RXFP1, relaxin-stimulated cAMP HTRF, 30 min; active compounds read low; activity change, negative = inhibition, % at 57.5 µM; 350,000 tested, 0.59% active; AID 1259400;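 active = activity change of -60% or lower, but not beyond a set lower limit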; also: % is scaled to controls: 0 for no effect and ±100 for the full control effect
D2 ag = activates the human D2 dopamine receptor; 340,000 tested, 0.53% active; activation, % at 2 µM; HEK293 T-REx D2 cells, calcium flux agonist mode; AID 485358;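 active = activation over 3 SD above normal in the single-dose calcium agonist read, cut at about 30% in these data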; also: 0% is about no effect
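In this primary screen, compounds producing a positive calcium signal within 180 s of addition to tetracycline-induced, force-coupled HEK293 Trex D2 cells are flagged; cells are dye-loaded with a no-wash calcium kit beforehand.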
TRHR PAM = TRH receptor (human) allosteric enhancement; 360,000 tested, 0.66% active; TRHR cells, fluo-8 calcium fluorescence, EC20 TRH enhancement; enhancement, % at 2 µM; AID 493056; in the data active = enhancement above about 30%; also: 0% is about no effect
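Enhancer read-out: after compound pinning and an initial kinetic agonist-mode read, an EC20 of TRH (10 nM final) was injected and fluo-8 calcium signal (Ex 480/Em 530) followed at 1 s/cycle for 100 cycles in TRHR-expressing cells.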
An asterisk follows results filed as active; nt = not tested or not shown. Rule as the data show it, unless noted: active = activation above about 30%; inactive = the rest.

Compound,D1 antag,D2 antagonist,D1 agonist,TRHR ag,D1 PAM,D2 PAM,RXFP1 antagonist,D2 ag,TRHR PAM
CCCCC(=O)Nc1cccc(C(C)O)c1 (configuration not stated),-4,0,2,-0.1,-8,-8,nt,0.2,0
CC(CNC(=O)c1ccc2nc(Cc3ccccc3)oc2c1)c1ccccc1 (configuration not stated),-16,nt,19,0.9,3,-4,-22,nt,0
O=C(OCC(=O)N1CCCCCC1)c1n[nH]c(=O)c2ccccc12,-2,-13,0,-0.6,-7,5,2,-0.4,5
Cc1cccc(Cn2c(CN3CCC(C(=O)NCc4cccnc4)CC3)cc3ccccc32)c1,12,nt,5,-0.3,-2,nt,-23,0.6,4
Cc1ccc(NC(=O)COC(=O)c2ccc(S(=O)(=O)NCc3ccco3)cc2)cc1,11,-23,2,0.4,-9,-8,6,0.0,-1
COc1cccc(C2c3c(oc4ccccc4c3=O)C(=O)N2CCCN(C)C)c1OC (configuration not stated),-19,-15,4,-0.2,-4,0,-8,-1.6,10
O=C(NCCc1ccc(F)cc1)C1CCCCC1,3,-17,1,-1.1,-6,4,-29,-4.8,6
CN1C(=O)C(C)(C)c2cc(S(=O)(=O)NCc3ccc(C(=O)Nc4ccc(Cl)cc4)cc3)ccc21,-8,nt,6,0.8,-2,-2,-20,1.1,5
COC(=O)C1=C(C)NC2=C(C(=O)CC(C)(C)C2)C1c1cn(Cc2ccc(Br)cc2)nc1-c1ccccc1 (configuration not stated),-10,nt,-1,-2.9,-5,nt,4,nt,-5
CCCP(=O)(CC(=O)O)c1ccccc1 (configuration not stated),-13,-2,5,0.0,-3,2,-6,0.9,20
COC(=O)c1sc(N2CCCCC2)c(C#N)c1N,-24,-2,-1,-0.4,0,12,-2,0.4,0
COc1ccc(-c2ccc(=O)n(Cc3c(F)cccc3Cl)n2)cc1,-13,8,4,0.2,-7,-2,-8,0.4,-7
Cc1ccc2c(c1)N(CCC(=O)NC1CCCCC1C)C(=O)CO2 (configuration not stated),-10,-6,-4,-0.4,1,7,13,0.3,-3
COc1ccccc1CCNC(=O)C1CCCO1 (configuration not stated),1,10,3,0.9,-4,-4,3,-0.5,4
CC(=O)N(C(C)=O)C1=C(C#N)C2(CCCCC2)Cc2ccccc21,-6,-25,3,0.3,-8,18,12,1.2,-1
Cc1ccc(NC(=O)CN(C)CC(=O)Nc2ccc(N3CCOCC3)cc2)c([N+](=O)[O-])c1,-11,-5,0,-0.3,17,6,-1,-1.6,1
Cc1ccc(NC(=O)CSCC#N)cc1,-25,87*,-2,-0.2,-10,-18,6,0.4,-19
O=C(c1ccc(C(=O)N2CCOCC2)nc1)N1CCOCC1,-7,-1,0,0.2,-1,-3,2,0.4,2
COc1ccc(C2/C(=C(/O)c3ccc(C)cc3)C(=O)C(=O)N2c2ccccn2)cc1OC (configuration not stated),11,-25,0,-0.5,0,19,4,-2.1,4
COc1ccc(NS(=O)(=O)c2cc(NC(=O)c3ccncc3)ccc2N2CCOCC2)cc1,-4,-3,1,0.1,3,8,-5,-0.5,0
Cc1cc(C)cc(NC(=O)CSc2cc(C)[nH]c(=O)n2)c1,nt,nt,0,0.5,-1,0,nt,0.6,8
O/N=C(\c1ccc2c(c1)OCCO2)C1CCCCC1,-10,1,3,0.1,3,-5,-18,2.8,-3
O=C(N/N=C/c1ccccc1F)c1cc2c(ccc3ccccc32)o1,-13,0,4,0.7,-1,-6,-3,1.3,1
COC(=O)c1cc(C(=O)OC)n(Cc2ccc(Cl)cc2Cl)n1,1,13,6,-0.5,-10,-12,12,0.4,-4
Cc1csc(NC(=O)c2cc(=O)[nH]c3ccccc23)n1,-2,-12,0,-0.3,0,-1,1,0.2,-1
CN(C)C(CNC(=O)c1ccc(Br)cc1)c1ccco1 (configuration not stated),-3,14,0,0.4,-6,-12,-12,-1.2,5
O=[N+]([O-])c1ccc(O)c(C=Nc2ccc3c(c2)OCCO3)c1,-7,-14,19,2.0,-6,5,-8,0.9,20
O=C(CSc1ccc(Cl)cc1)Nc1cccc(NC(=O)c2ccco2)c1,-18,nt,2,-0.1,-3,-5,-9,nt,1
O=C(COC(=O)c1ccc([N+](=O)[O-])s1)NC(=O)NCc1ccccc1,-13,4,6,-1.2,-3,10,2,-0.3,-6
O=C(N/N=C/c1cc2c(cc1Cl)OCO2)c1cc(-c2ccccc2)n[nH]1,1,nt,1,-0.4,9,-4,-19,nt,0
CCOc1ccc(CNC(=O)c2ccc3c(c2)c(C)c(C)n3Cc2ccc(Cl)cc2)cc1,5,nt,6,0.6,-5,-2,-6,0.8,3
Nc1c(C(=O)c2ccc(Br)s2)oc2ccccc12,-15,45*,4,1.1,1,-9,-14,0.3,4
CC(C)c1ccc(-c2nc3ccccc3s2)cc1,15,4,3,-0.5,0,6,-20,0.7,-1
Cc1ccc(C)c(S(=O)(=O)NCC(=O)Nc2sc3c(c2C(N)=O)CCC(C)C3)c1 (configuration not stated),7,-4,2,0.5,-9,4,-14,0.0,1
Fc1ccccc1-c1nc2ncccc2o1,4,-14,1,-0.1,-2,-5,1,-0.3,-6
CSCC[C@H](NC(=O)N1CCn2c1nc1ccccc12)C(=O)NCc1ccc2c(c1)OCO2,-5,4,3,0.0,-1,-8,-17,0.2,-6
COCCNC(=O)CCn1c(=O)c2cc(OC)c(OC)cc2n(CC(=O)Nc2ccc(F)c(Cl)c2)c1=O,21,nt,-1,-0.1,1,0,3,-0.3,-2
CCn1c(C)nc2cc(C(=O)NNC(=O)Nc3ccc(Cl)c(Cl)c3)ccc21,-21,-8,1,0.2,4,-11,nt,0.2,-1
COc1ccc(CCN=C(N)NS(=O)(=O)c2cccs2)cc1OC,-9,-7,2,0.3,-3,-1,-7,-0.4,5
S=c1[nH]nc(-c2ccccc2Cl)n1CC1CCCO1 (configuration not stated),7,-25,3,0.2,2,-6,2,0.4,2
Cn1ccc(C(=O)NC(=S)Nc2ccc([N+](=O)[O-])cc2O)n1,7,-7,1,0.1,8,-7,3,1.0,1
O=C(CCNC(=O)N1CCn2c1nc1ccccc12)NCc1ccc(Cl)cc1,-18,2,0,-0.6,7,-5,-11,-1.0,-4
CC(Cc1cccs1)NC(=O)Nc1cccc(Cl)c1 (configuration not stated),17,5,0,0.2,10,18,3,0.8,11
Cc1ccc(S(=O)(=O)N(C)C)cc1NC(=O)CSc1nnnn1-c1ccc(O)cc1,-8,16,3,1.5,-1,11,19,-0.5,1
Cc1cc(-n2ccc(=O)[nH]c2=O)nc(-c2ccccc2)n1,-13,-7,1,-0.5,-7,-8,-2,-0.1,-4
O=C(CN1CCN(Cc2ccccc2Cl)C1=O)NCCCN1CCOCC1,-5,-6,2,-0.2,1,4,1,0.3,4
CC(C)OC(=O)C1C(=O)CC(C)(O)C(C(=O)OC(C)C)C1c1ccc(F)cc1 (configuration not stated),-13,nt,3,1.0,-7,nt,3,nt,-1
Cc1ccc(C)c(S(=O)(=O)N2CCN(C(=O)CCc3c[nH]c4ccccc34)CC2)c1,-35*,16,1,0.4,-5,5,-6,-0.2,2
Cc1ccc(CCNC(=O)CN(C)S(=O)(=O)c2ccc3c(c2)c(=O)n(C)c(=O)n3C)cc1,-15,-33,1,-0.1,-7,-2,nt,-0.1,40*
CCN(CC)CCn1c2ccccc2c2nc3ccccc3nc21,-17,-3,3,0.9,-9,-8,-11,-0.1,-1
CC1(C)CC(=O)N(CC(=O)NC2CCCC2)c2ccccc2S1(=O)=O,-10,4,1,0.2,nt,-1,-6,1.5,-1
O=C(COC(=O)c1ccccc1C(=O)OCC(=O)NCCc1c[nH]c2ccccc12)NCCc1c[nH]c2ccccc12,-14,21,1,-0.2,-6,-9,nt,0.1,-10
CCN(CC(=O)Nc1ccc(OC)cc1)C(=O)CCS(=O)(=O)c1ccc(C)cc1,-12,2,1,-0.1,1,3,1,0.5,3
CN(C)Cc1c(O)ccc2c(=O)c(-c3ccccc3Cl)c(C(F)(F)F)oc12,-10,3,6,0.1,-3,-3,7,-0.3,13
COc1ccc(CN(CC(=O)NCc2ccco2)C(=O)CCC(=O)Nc2nccs2)cc1,-2,nt,0,-0.1,0,nt,-1,nt,-4
O=C(CSc1nnc(NC(=O)c2ccccc2Cl)s1)Nc1ccc2c(c1)oc1ccccc12,-15,8,7,-0.2,-3,-1,nt,-0.1,8
C=CCN1C(=O)OC2(CCCCC2)C1(C)O (configuration not stated),-16,-22,5,-0.6,0,6,1,0.6,-2
O=C(Cc1ccccc1F)NC1CCCN(Cc2ccc(Cl)cc2)C1 (configuration not stated),-5,-22,-2,-0.2,3,-9,-5,-2.0,-2
Cn1nnnc1SCc1ccc([N+](=O)[O-])cc1,-8,-4,4,0.1,-8,0,10,0.8,-2
Cc1ccc(N2C(=O)CC(NNc3nc4ccccc4s3)C2=O)cc1C (configuration not stated),-2,-1,10,0.5,1,-7,-1,1.5,-4

Going on with the list:
Compound,D1 antag,D2 antagonist,D1 agonist,TRHR ag,D1 PAM,D2 PAM,RXFP1 antagonist,D2 ag,TRHR PAM
CC(Oc1ccccc1Cl)C(=O)N(Cc1cccs1)C1CCS(=O)(=O)C1 (configuration not stated),9,15,1,0.2,5,0,4,2.1,1
Cc1c(C(=O)NCc2ccc3c(c2)OCO3)oc2ccc(S(=O)(=O)N3CCCC3)cc12,4,-21,13,1.0,-1,7,17,0.2,1
Cc1ccc(C(C)C)c(OCCN)c1,-9,10,0,-0.2,-16,7,3,0.4,5
CN(C)CCNC(=O)c1ccc2c(c1)NC(=O)c1ccccc1S2,14,-2,7,-1.0,0,7,11,-0.8,9
COc1ccc(CCNc2oc(-c3cccc4ccccc34)nc2P(=O)(OC)OC)cc1OC,9,-4,6,0.3,16,20,-2,0.1,-1
CC(c1ccccc1)N1C(=O)NC(NC(=O)C(C)(C)C)(C(F)(F)F)C1=O (configuration not stated),-8,3,3,0.2,2,3,5,0.7,-2
